Cdc25B block: inhibitors of human Cdc25B phosphatase; inhibition, %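 (compounds tested at 10 µM final in the well)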; recombinant Cdc25B, OMFP fluorescence Ex485/Em525; AID 368; P30305; 65,000 compounds, 0.1% hits; in the data active = inhibition above about 50%
FXIa mix inh: inhibitors of human coagulation factor XIa, pooled mixtures. 62,000 compounds, 0.19% hits. inhibition, % at 5 µM. purified FXIa, fluorogenic substrate;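 note: each value is inhibition by a whole ten-compound pool holding the compound; 0% = enzyme with no mixture and 100% = wells lacking enzyme; strong numbers were not always called active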
Target sequence (P03951 19-387 limits assumed): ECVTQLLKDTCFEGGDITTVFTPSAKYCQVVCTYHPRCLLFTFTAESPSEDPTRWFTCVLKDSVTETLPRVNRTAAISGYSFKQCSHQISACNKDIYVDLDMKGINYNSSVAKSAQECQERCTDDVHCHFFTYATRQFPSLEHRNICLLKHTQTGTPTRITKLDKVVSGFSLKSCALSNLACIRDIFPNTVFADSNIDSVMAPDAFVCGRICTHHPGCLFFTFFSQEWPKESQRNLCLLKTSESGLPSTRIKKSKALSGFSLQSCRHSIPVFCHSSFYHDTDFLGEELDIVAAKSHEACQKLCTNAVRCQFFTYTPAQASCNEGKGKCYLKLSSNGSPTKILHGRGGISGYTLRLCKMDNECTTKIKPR
Target sequence (P03951 388-625 limits assumed): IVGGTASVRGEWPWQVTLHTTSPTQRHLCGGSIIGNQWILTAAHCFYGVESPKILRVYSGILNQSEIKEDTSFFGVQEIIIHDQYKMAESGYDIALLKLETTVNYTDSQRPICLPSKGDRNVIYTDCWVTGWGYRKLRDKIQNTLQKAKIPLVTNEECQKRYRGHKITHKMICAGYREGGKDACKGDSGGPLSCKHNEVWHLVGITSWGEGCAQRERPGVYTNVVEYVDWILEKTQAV
MMP-13 inhibitor: inhibitors of human MMP13; inhibition, % at 4 µM; 65,000 compounds, 0.07% hits; MMP-13 fTHP FRET cleavage, Mca fluorescence; P45452;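 active = inhibition above the mean of compound-free control plate wells plus 3 SD, cut at about 14% in these data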;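 note: 0% = DMSO wells and 100% = wells with reference MMP-13 inhibitor after basal subtraction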
FXIIa mix inh: blocks human factor XIIa in pooled compound mixtures. P00748. purified FXIIa, fluorogenic substrate. inhibition, % at 5 µM. 62,000 compounds, 0.2% hits. AID 684;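 note: 0% = enzyme without compound and 100% = no enzyme blank; some results filed as inactive read as strong as hits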
A340 absorber: compound absorbs light at 340 nm; AID 708; compound absorbance at 340 nm, fold over control; 65,000 tested, under 10 active; fold change at 10 µM;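 active = at 10 µM dose, initial 340 nm absorbance at least 2 fold that of control wells; inactive = change under 2 fold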;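 note: initial absorbance extrapolated from kinetic A340 decline of NADH oxidation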
JNK3 blocker: inhibitors of human JNK3 kinase | inhibition, % at 8 µM | AID 746 | 60,000 compounds, 0.61% hits | P53779 | purified JNK3 kinase activity, HTS; in the data active = inhibition above about 17%;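 note: 0% = DMSO and 100% = reference inhibitor; many of its hits are not listed in these tables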
Hsp90 inh: displaces geldanamycin probe from tumor Hsp90; AID 429; 64,000 compounds, 0.35% hits; inhibition, % at 30 µM; NCI-N417 lysate Hsp90, Cy3B-geldanamycin FP displacement;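 active = inhibition above 50%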;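 note: 0% = tracer plus lysate wells and 100% = tracer alone without lysate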
AP complement: orthogonal test for alternative complement pathway inhibitors. Human serum alternative complement pathway, LPS-coated ELISA, C3 deposition; tested in compound mixtures. inhibition, % at 5 µM. 62,000 compounds, 0.08% hits. AID 1235;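 active = inhibition above 30% in each of the two pooled mixtures holding the compound, so the lower value exceeds 30%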;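 note: 0% = serum in Mg-EGTA without compound and 100% = EDTA serum blank; some compounds past the cut are filed as inactive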
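Test system: human serum alternative complement pathway, C3 deposition on LPS-coated wells; also added: Plate-bound LPS; doses: 5 µM per compound in ten-compound mixtures; schedule: 1 h at 37 °C; detection: Anti-C3 ELISA, OD 450 nm; evaluation: percent inhibition of C3 deposition onto LPS; repeats: two pool placements per compound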
DUSP1 inh: human dual specificity phosphatase 1 inhibition; inhibition, %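 (compounds tested at a single concentration somewhere between 10 and 100 µM)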; P28562; 65,000 compounds, 0.15% hits; AID 374; recombinant MKP-1, OMFP hydrolysis fluorescence;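 active = inhibition above about 50%, limit read from the data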;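 note: 0% = DMSO max control wells and 100% = wells with enzyme stopped by NaOH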
Target sequence (P28562 whole entry, looked up): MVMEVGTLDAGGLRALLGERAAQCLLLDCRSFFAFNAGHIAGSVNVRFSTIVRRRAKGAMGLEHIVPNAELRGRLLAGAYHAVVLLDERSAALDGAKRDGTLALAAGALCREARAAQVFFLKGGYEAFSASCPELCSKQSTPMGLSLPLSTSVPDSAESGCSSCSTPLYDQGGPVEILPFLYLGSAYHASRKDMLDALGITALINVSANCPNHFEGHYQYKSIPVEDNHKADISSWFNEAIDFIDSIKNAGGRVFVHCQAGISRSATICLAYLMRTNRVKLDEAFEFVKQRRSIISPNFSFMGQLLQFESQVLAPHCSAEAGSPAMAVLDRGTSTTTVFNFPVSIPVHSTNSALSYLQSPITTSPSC
The depositor's hits bear a star; i = inactive; . = not tested or not shown; [ ] = dose if it differs, or a comment. Cut-off read from the data, not from the text of the source, unless noted: active = inhibition above about 20% (passing the limit was not always enough); inactive = the rest.

Molecule,Cdc25B block,FXIa mix inh,MMP-13 inhibitor,FXIIa mix inh,A340 absorber,JNK3 blocker,Hsp90 inh,AP complement,DUSP1 inh
Cc1cc(C)nc(N(C#N)Cc2ccc(Br)cc2)n1,-5,5,0,6,1.1,-4,0,-4,-1
CCNc1nc2c(c(=O)n(C)c(=O)n2C)n1Cc1ccc(Cl)cc1,2,2,4,-2,1,4,-1,8,-3
CCCC(CCC(=O)NC1CCCCC1)C(=O)O (stereo not given),-10,3,6,8,1.1,.,-2,16,3
O=C(NCc1ccccc1)C1CC2CCCC(C1)C2=O (stereo not given),-7,7,-2,28,1.1,-2,-2,3,14
O=C(O)CCCCCN1C(=O)CSC1=S,9,0,-3,10,0.98,3,2,15,-14
CC(NC(=O)c1cccs1)C(c1cccs1)N1CCOCC1 (stereo not given),-5,.,1,.,1,0,-1,.,10
CCCNS(=O)(=O)c1ccc(CCC(=O)N2CCOCC2)cc1,4,4,-2,9,0.99,-7,1,-4,-17
Cc1ccc(CNC(=O)c2oc3ccc(S(=O)(=O)N4CCC5(CC4)OCCO5)cc3c2C)cc1,.,6,-1,-17,1,.,.,19,.
Cc1c(CN2CCCCC2C)c(=O)n(-c2ccccc2)n1C (stereo not given),-1,-2,-2,-1,1,-7,0,20,2
CCOC(=O)N1CCC(N(CCCOC)C(=O)Nc2ccc(CC)cc2)CC1,-8,1,1,0,0.97,1,0,11,4
O=C1C2CCCN2C(c2ccc(Cl)cc2)N1c1nccs1 (stereo not given),4,-6,1,3,0.99,2,-3,-6,1
CCOC(=O)c1c(NC(=O)CN2CCCCC2)sc2c1CCN(C(=O)OCC)C2,-7,4,5,3,1,-4,-4,12,16
O=C1CSC(c2nn(-c3ccccc3)cc2-c2cc3ccccc3oc2=O)N1Cc1ccco1 (stereo not given),-12,0,-54[fluorescence artefact?],2,1.1,.,.,8,8
CCN(CC)C(=O)CSc1nnc(-c2ccccc2)n1N,-9,9,2,5,1,.,.,3,8
CN(CCCC(=O)NCc1ccco1)S(=O)(=O)c1ccccc1,-11,5,7,4,1.1,0,-6,11,2
COC(=O)C1C(=O)NCC1c1ccccc1 (stereo not given),15,.,-2,.,1,-1,0,.,-17
CCOC(=O)Nc1ccc(S(=O)(=O)Nn2cnnc2)cc1,-26,6,7,3,1,7,-3,-6,7
CN(C)CCSc1nnc(-c2ccccc2)o1,-15,5,-1,-2,1,-4,-4,19,-11
COc1ccc(OC)c(-n2c(SCC(N)=O)nnc2-c2c[nH]c3ccccc23)c1,-3,1,4,7,1,-6,0,4,1
O=S(=O)(c1ccc2c(c1)OCCO2)N1CCN(Cc2ccc3c(c2)OCO3)CC1,1,8,-3,6,1,-3,3,11,-2
O=C(O)C1CCCCC1C(=O)NCCCN1CCOCC1 (stereo not given),-8,-4,2,9,1,1,2,11,11
COC(=O)CNc1nc(-c2ccccc2F)nc2ccccc12,8,3,4,1,0.92,7,5,-4,3
CCn1ncc(Br)c1C(=O)Nc1cc(C(=O)OC)ccc1C(=O)OC,-9,7,0,9,1,4,-5,19,3
Nn1c(Nc2ccccc2)nc2sc3c(c2c1=O)CCC3,2,7,-1,5,1.1,15,-4,23,37
CSc1ccccc1NC(=O)c1cnccn1,4,9,0,-12,1,2,-16,10,22
Cc1cccnc1Nc1nc(-c2ccc(O)cc2O)cs1,-1,3,0,2,1.1,7,-4,-17,-10
CCN(CC)CCCNC(=O)c1ccccc1C,-6,1,-1,-1,1.1,3,-1,17,5
CCOC(=O)c1c(NC(=O)CN2CCOCC2)sc2c1CCCC2,-16,19,1,3,1.1,3,1,-9,9
O=C(Oc1ccc2cccc(OC(=O)N3CCOCC3)c2c1)N1CCOCC1,-11,3,-1,8,1.1,.,1,13,-16
CCOC(=O)c1sc(NC(=O)c2ccco2)nc1C,-1,10,5,11,1.2,8,-3,8,4
CCc1nnc(NC(=O)OCc2ccccc2)s1,-2,9,4,1,1,-2,-3,9,-6
Cc1ccc(C)c(C2=CSC3=NCCN23)c1,-11,-1,-1,-13,0.99,3,1,1,-5
COc1ccc(C)cc1NC(=O)CN(Cc1nnc(-c2ccc(Cl)cc2)o1)C1CCCC1,-36,6,1,1,0.99,0,-4,6,8
Cc1cccc(-n2nnnc2SCC(=O)c2cc(C)n(Cc3ccco3)c2C)c1,-4,-4,-6,6,1,2,-6,10,17
CCOC(=O)c1c(-c2ccccc2)csc1NC(=O)c1nn(CC)cc1Br,-13,-1,-11,3,1.1,5,-7,4,-6
Cn1c(NC(=O)c2ccco2)c(-c2ccccc2)c(=O)c2ccccc21,-3,3,1,0,1.1,-5,-7,3,-9
Cc1cc(C)cc(N2C(=O)CC(N3CCOCC3)C2=O)c1 (stereo not given),-12,4,0,12,1,4,-3,20,-7
Cc1cccc(C)c1OCc1nnc(SCC(=O)NCc2ccccc2)o1,-1,0,4,6,1,-2,-3,8,4
CC1(C)CC(=O)N(CC(=O)N2CCN(c3ncccn3)CC2)c2ccccc2S1(=O)=O,-1,2,-4,10,1,2,-2,4,2
CCOC(=O)N1CCC(NC(=O)c2cccc3c2C(=O)N(Cc2cccnc2)C3)CC1,-3,8,3,4,0.98,5,-3,16,-6

Part of the list above, with values under each structure:
Each structure is followed by: Cdc25B block, FXIa mix inh, MMP-13 inhibitor, FXIIa mix inh, A340 absorber, JNK3 blocker, Hsp90 inh, AP complement, DUSP1 inh
- CCOC(=O)Nc1ccc(S(=O)(=O)Nn2cnnc2)cc1
  -26, 6, 7, 3, 1, 7, -3, -6, 7
- COc1ccc(OC)c(-n2c(SCC(N)=O)nnc2-c2c[nH]c3ccccc23)c1
  -3, 1, 4, 7, 1, -6, 0, 4, 1
- Cc1cc(C)nc(N(C#N)Cc2ccc(Br)cc2)n1
  -5, 5, 0, 6, 1.1, -4, 0, -4, -1

The list goes on:
Molecule,Cdc25B block,FXIa mix inh,MMP-13 inhibitor,FXIIa mix inh,A340 absorber,JNK3 blocker,Hsp90 inh,AP complement,DUSP1 inh
c1ccc(-n2c(SCc3ccncc3)nnc2-c2ccco2)cc1,4,1,-3,6,1,2,-3,8,-24
COC(=O)c1cc2c(=O)n3ccccc3nc2n(C)c1=N,-19,-74,i[fluorescence artefact?],0,1,-7,-2,32*,-5
Clc1cccc(Cl)c1Cn1nnc(-c2cccs2)n1,5,1,-2,2,0.97,-3,2,6,7
N#Cc1ccc(CSc2nnc(Nc3ccccc3)s2)cc1,18,5,4,-13,1,-1,85*,15,21
CC1CCc2sc3nc(NCc4ccco4)n4ncnc4c3c2C1 (stereo not given),1,-18,-1,-8,1,-3,-18,10,35
O=c1oc2c3c4c(cc2c2c1CCC2)OCCN4CCC3,-7,-24,-266[fluorescence artefact?],0,1.1,-4,-6,4,14
COc1ccc(CN2CCN(C(=O)C3CC(=O)N(C4CCCCCC4)C3)CC2)c(OC)c1OC (stereo not given),3,-1,1,4,0.98,2,0,0,14
CCOc1ccc(-c2cc3nc(C4CCN(C(=O)OC(C)(C)C)CC4)c(C(=O)O)cn3n2)cc1,-3,0,-42,5,1.1,-6,-1,5,64*
O=C(CSc1nnc(-c2ccc(OC(F)F)cc2)o1)N1CCOCC1,7,3,5,3,1,-3,-1,13,23
N#Cc1nc(Cc2cccc3ccccc23)oc1N1CCOCC1,-8,-5,-3,3,1,-8,-9,4,-5
COC(=O)C(CCCCN1C(=O)C2C3C=CC(C3)C2C1=O)N1C(=O)C2C3C=CC(C3)C2C1=O (stereo not given),-5,6,-1,0,1,4,1,-9,-6
COc1ccc2oc(=O)c(C(=O)N3CCCc4ccccc43)cc2c1,-12,7,0,1,1.1,.,-4,6,-5
O=C(NCCCn1ccnc1)C(Cc1ccccc1)N1C(=O)c2ccccc2C1=O (stereo not given),0,.,4,.,1,-7,-4,.,-8
O=C(NCCCNCc1ccccc1)/C(=N\O)c1ccccc1,12,.,-5,.,1,4,-5,.,-14
CCC(c1nnc(SCC(=O)N2CC(=O)Nc3ccccc32)n1Cc1ccccc1)N(C)C (stereo not given),-12,12,-2,3,0.98,-5,-3,12,-13
COc1ccc(-c2nc(=S)[nH][nH]2)cc1,-8,-20,-3,1,1,2,-3,-10,5
CCc1cccc(CC)c1NC(=O)CN1CCN(c2ccccc2)CC1,-11,11,3,-2,1,2,6,-2,8
Cc1cc(N2CCOCC2)nc2ccc(NC(=O)CCC(=O)N3CCCC(C)C3)cc12 (stereo not given),-10,6,-104[fluorescence artefact?],7,1.1,2,-8,15,7
CCOc1ccc(OCC)c(NC(=O)CCn2c(=O)oc3ccccc32)c1,-8,4,2,2,0.97,1,-3,8,0
COCCn1c(SCC(=O)N2CCCCC2)nc2cccnc21,-12,0,0,-13,1,4,1,2,20
O=C(CC1=NC2(CCCC2)Cc2ccccc21)N1CCOCC1,-3,4,1,8,1,-8,-1,20,-8
CCNC(=O)Nn1c(C)nnc1C,11,.,1,.,1,-3,1,.,-28
COc1ccc(Nc2ccccc2)c(C)c1,-10,-7,0,4,1.1,1,-2,11,6
CC1(C)C(=O)Nc2ccccc2N1C(=O)COc1ccc(S(=O)(=O)N2CCOCC2)cc1Cl,6,6,2,2,1,-2,0,10,32
COc1ccc(C(c2sc3nc(C)nn3c2O)N2CC(C)OC(C)C2)cc1OC (stereo not given),-3,5,4,5,1.1,-5,-3,17,6
CCC(=O)N1c2ccc(S(=O)(=O)N(CCO)Cc3ccccc3)cc2CC1C (stereo not given),18,8,3,7,1,-9,0,7,0
C#CCNc1c(C)c(C)nc2ncnn12,-10,6,2,-22,1,-7,-3,10,2
Clc1ccccc1OCc1nc(-c2ccccn2)no1,-10,7,2,-18,1.1,-6,-1,11,-10
COc1cccc(C(=O)CN2C(=O)C(C)(C)Oc3ccc(C(=O)N4CCCCCC4)cc32)c1,-10,-6,0,9,0.98,-8,0,3,13
CC(C)c1nnc(NC(=O)C2CCCCC2)s1,-7,7,1,2,0.99,-5,-2,17,-11
COC(=O)c1ccc2c(=O)n(CCN3CCOCC3)c(SCC(=O)c3ccccc3)nc2c1,-4,13,3,-1,1.1,-1,-2,-1,29
O=C(CSc1nnc(-c2ccc(Br)o2)n1Cc1ccccc1)c1ccccc1F,-6,-1,4,7,0.99,0,-3,6,9
COc1cccc(-n2c(Cc3cc(=O)[nH]c(=O)[nH]3)nnc2SCC(=O)NC2CCCCC2)c1,1,-1,4,7,1.1,-1,-1,16,9
CCOC(=O)CSc1nnc(-c2ccco2)n1-c1ccccc1,-8,1,10,6,0.99,3,-3,7,6
O=C(Cn1c(=O)oc2cc(S(=O)(=O)N3CCCC3)ccc21)NCc1ccccn1,1,6,-9,-18,1.1,9,-3,14,8
Cc1ccc2cc(CCNC(=O)CC(C)(C)C)c(=O)[nH]c2c1C,-6,5,4,2,1.1,6,2,10,11
COc1ccc(OC)c(-c2nnc(-c3ccc(C)o3)o2)c1,3,5,-149[fluorescence artefact?],-19,1.1,5,-7,1,-7
Cc1nc(C)c(C(=O)Nc2ccccc2-c2ccccc2)o1,-12,9,-2,-14,0.98,0,-12,3,8
CCOC(=O)Cn1nnnc1C(CC)N(Cc1cc2ccc(C)cc2[nH]c1=O)C1CCCC1 (stereo not given),-1,1,-37,1,1,-7,-5,20,11
CCOc1ccccc1NC(=O)CCN1CCN(S(=O)(=O)c2ccc(OC)cc2)CC1,-9,11,1,-7,1,-6,-2,6,-6

Assay outcomes from PubChem BioAssay.
